# Screens deposited in PubChem BioAssay by several laboratories.
# PMK inhibit: inhibitors of Streptococcus pneumoniae phosphomevalonate kinase | purified PMK, PK/LDH-coupled NADH absorbance 340 nm | inhibition, % at 10 µM | 0.49% of 65,000 active | AID 539;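 active = top-ranked compounds by inhibition in the single 10 µM screen, taking a fixed number of the strongest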;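 also: 0% = full reaction with DMSO carrier and 100% = background rate without enzyme reaction; no value below 0 was filed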
# HPDE-C7 viability: HPDE-C7 pancreatic duct cell viability loss – fluorescence, HTS (AID 430). 1.8% of 63,000 active. cytotoxicity, % at 10 µM, or EC50 in µM where a hit was titrated. HPDE-C7 pancreatic duct cells viability, fluorescence; higher % means a stronger effect;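 also: cells exposed to compound for 48 hours before viability readout; 0% = vehicle and 100% = reference cytotoxic drug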
# LYP phosphatase: LYP phosphatase inhibitors, primary screen, biochemical, DiFMUP fluorescence, recombinant catalytic domain, 10 µM (AID 606); inhibition, % at 10 µM, or IC50 in µM where a hit was titrated; 52,000 tested, under 10 active; recombinant LYP catalytic domain, DiFMUP fluorescence; higher % means a stronger effect;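 active = IC50 under 40 µM in the dose-response test; inactive = IC50 of 40 µM or more, or never dose-tested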
# HPDE-C7K KRASV12: viability loss of HPDE-C7K cells – cell-based, fluorescence, HTS, primary screen (AID 431). 1.7% of 63,000 active. HPDE-C7K KRASV12 cells, Alamar Blue viability, 48 h; higher % means a stronger effect. one-dose cytotoxicity, % at 10 µM; EC50 in µM for titrated hits;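 active = compounds whose percent cytotoxicity in the single-dose primary screen, scaled between solvent and toxic-drug controls, exceeds 50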;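 also: 0% = DMSO solvent wells and 100% = doxorubicin-treated wells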
# TNAP inhibition: inhibition of tissue-nonspecific alkaline phosphatase – biochemical, luminescent (AID 518); purified TNAP enzyme, luminescent substrate readout; higher % means a stronger effect; inhibition, % at 20 µM, or IC50 in µM where a hit was titrated; 0.09% of 64,000 active; in the data active = a potency from the dose series; inactive = the rest, 99 in 100 with inhibition below about 22%;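 also: plate controls were vehicle for no effect and reference inhibitor for full effect; many of its hits are not listed in these tables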
# Spn DPM-DC inh: S. pneumoniae DPM-DC inhibition | 0.49% of 65,000 active | purified DPM-DC, PK/LDH coupled NADH fluorescence | calls only at 10 µM;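 active = the 320 compounds with the highest percent inhibition in the single-dose primary screen, excluding strongly autofluorescent ones, cut at about 32% in these data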;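 also: kinetic rate of NADH fluorescence loss reporting ADP formed by the decarboxylase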
# HT1080 cytotoxicity: HT1080 cell viability loss – fluorescence readout (AID 620) | HT1080 viability, fluorescence; higher % means a stronger effect | cytotoxicity, % at 10 µM; hits with a dose series show EC50 in µM | 0.42% of 87,000 active;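 also: cells exposed to compound overnight then 4 h with Alamar Blue; 0% = vehicle DMSO and 100% = killing control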
# Bfl-1 displacement: displacement of Bid BH3 peptide from Bfl-1 – biochemical, fluorescence polarization, FITC-Bid, mouse, primary screen (AID 432). displacement, % at 20 µM; hits with a dose series show IC50 in µM. FITC-Bid BH3 peptide fluorescence polarization displacement; higher % means a stronger effect. 0.02% of 64,000 active; in the data active = a potency from the dose series; inactive = the rest, 99 in 100 with displacement below about 15%; also: strong numbers were not always called active
# MK inhibit: inhibitors of Streptococcus pneumoniae mevalonate kinase; purified MK, PK/LDH-coupled NADH absorbance 340 nm; inhibition, % at 10 µM; 0.48% of 65,000 active;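 active = ranked among the strongest by inhibition in the single 10 µM screen, a fixed top-ranked set picked for dose follow-up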; also: no value below 0 was filed
# PMK inhibit pilot replicates: also measured in PMK inhibit; calls as there; inhibition, %; measured here: pilot screen replicates
# MK inhibit pilot replicates: recorded beside MK inhibit, whose call it bears; inhibition, %; measured here: pilot screen replicates
# Spn DPM-DC inh pilot screen %: also measured in Spn DPM-DC inh; calls as there; inhibition, %; measured here: pilot screen trials
# An asterisk follows results filed as active; i = inactive; . = no result given. Rule as the data show it, unless noted: active = cytotoxicity above about 50%; inactive = the rest.
SMILES,PMK inhibit,HPDE-C7 viability,LYP phosphatase,HPDE-C7K KRASV12,TNAP inhibition,Spn DPM-DC inh,HT1080 cytotoxicity,Bfl-1 displacement,MK inhibit,others
CS(=O)(=O)c1ccc(Cl)c(NC(=O)C2CC(=O)N(Cc3ccccc3)C2)c1 (configuration not stated),13,-1%,0%,2%,2%,i,-4%,-2%,0,
CC(C)CCNC(=O)NC(=O)CSc1nnc(COc2ccccc2Cl)o1,14,-23%,-7%,-3%,15%,i,1%,7%,2,PMK inhibit pilot replicates=0.5;MK inhibit pilot replicates=1.0;Spn DPM-DC inh pilot screen %=0.5
COC(=O)c1[nH]nc2c1C(=O)N(C1CCCCC1)C2=O,15,14%,11%,10%,4%,i,4%,-7%,0,
CC1CC(C)CN(CCCNC(=O)COc2cc(=O)n(C)c3ccccc23)C1 (configuration not stated),16,-4%,.,0%,9%,i,3%,0%,6,PMK inhibit pilot replicates=4.5;MK inhibit pilot replicates=0.0;Spn DPM-DC inh pilot screen %=0.0
Cn1cnnc1SCC(=O)c1ccco1,0,-26%,.,-2%,5%,i,0%,-11%,7,
Cc1cc(C(=O)Nc2cc(C)n(Cc3ccc(Cl)cc3)n2)no1,12,7%,14%,10%,20%,i,2%,-7%,0,PMK inhibit pilot replicates=0.0;MK inhibit pilot replicates=2.0;Spn DPM-DC inh pilot screen %=0.0
CC/C(=N\O)c1ccc(O)c(OC)c1,2,-16%,16%,-12%,7%,i,0%,-2%,11,
COc1cc2c(cc1OC)CN(C(=O)c1cccs1)CC2,15,-6%,6%,-13%,4%,i,.,-16%,4,
OCCCCNc1cccc2ccccc12,10,18%,.,12%,6%,.,22%,2%,8,
CCOC(=O)Cn1c(=O)c2c(nc3n2CCCCN3c2ccc(C)cc2)n(C)c1=O,14,-6%,.,-2%,13%,i,0%,-4%,3,
CCOC(=O)C1=C(N)N2C(=O)C(C)SC2=C(C(=O)OC)C1c1ccccc1OC (configuration not stated),7,-4%,6%,-10%,11%,i,-9%,-6%,7,
COc1ccc2oc(C)c(C(N)=O)c2c1,7,-9%,10%,-10%,2%,i,17%,-11%,8,
CCn1c(C(=O)N2CCC(Cc3ccccc3)CC2)cc2sccc21,5,1%,0%,17%,6%,i,-6%,-4%,7,
O=c1cc(CSc2nnc(COc3ccccc3Cl)o2)nc2sccn12,19,2%,12%,-9%,8%,i,7%,-3%,0,
Cc1ccc(CNC(=O)C2CCN(S(=O)(=O)c3cccs3)CC2)o1,11,-4%,6%,-10%,13%,i,-17%,1%,0,PMK inhibit pilot replicates=0.5;MK inhibit pilot replicates=0.0;Spn DPM-DC inh pilot screen %=1.0
CCCCN(CC)C(=O)CN(C)S(=O)(=O)c1cccc2nsnc12,18,-14%,7%,-2%,7%,i,-7%,-1%,0,
CC(=O)N1CCc2cc(S(=O)(=O)NC(CC(C)C)C(=O)N3CCn4c3nc3ccccc34)ccc21 (configuration not stated),12,-14%,3%,-10%,12%,i,-13%,1%,0,PMK inhibit pilot replicates=1.5;MK inhibit pilot replicates=1.5;Spn DPM-DC inh pilot screen %=3.5
COc1cc(C)c(S(=O)(=O)Nc2ccc(CC(=O)O)cc2)cc1C,12,1%,-4%,0%,6%,i,6%,-1%,5,
c1ccc(-c2csc3nnc(SCc4ccc5c(c4)OCCO5)n23)cc1,2,.,5%,.,.,i,6%,.,7,
Cc1ccc(OCC(=O)Nc2ccc(-c3nc4ncccc4o3)cc2)cc1,0,-22%,4%,-12%,9%,.,5%,12%,8,
COc1cc(C(=O)O)nc2ccccc12,10,-21%,0%,-15%,8%,i,3%,0%,9,
CCS(=O)(=O)N1CCCC(C(=O)NCc2ccc3c(c2)OCO3)C1 (configuration not stated),7,-13%,.,-2%,1%,i,-1%,1%,7,
O=C(O)CC(c1ccccc1)c1ccccc1,12,.,.,.,16%,i,28%,-6%,11,
COc1ccc(-c2c3c(=O)n(C)c(=O)n(C)c3cn2Cc2cccnc2)cc1,12,33%,12%,9%,7%,i,-8%,-2%,5,

# Five structures already listed, ordered by length of the SMILES, falling:
SMILES,PMK inhibit,HPDE-C7 viability,LYP phosphatase,HPDE-C7K KRASV12,TNAP inhibition,Spn DPM-DC inh,HT1080 cytotoxicity,Bfl-1 displacement,MK inhibit,others
CCCCN(CC)C(=O)CN(C)S(=O)(=O)c1cccc2nsnc12,18,-14%,7%,-2%,7%,i,-7%,-1%,0,
COc1cc2c(cc1OC)CN(C(=O)c1cccs1)CC2,15,-6%,6%,-13%,4%,i,.,-16%,4,
O=C(O)CC(c1ccccc1)c1ccccc1,12,.,.,.,16%,i,28%,-6%,11,
COc1cc(C(=O)O)nc2ccccc12,10,-21%,0%,-15%,8%,i,3%,0%,9,
OCCCCNc1cccc2ccccc12,10,18%,.,12%,6%,.,22%,2%,8,

# The main list resumes, starting two compounds before the break.
SMILES,PMK inhibit,HPDE-C7 viability,LYP phosphatase,HPDE-C7K KRASV12,TNAP inhibition,Spn DPM-DC inh,HT1080 cytotoxicity,Bfl-1 displacement,MK inhibit,others
O=C(O)CC(c1ccccc1)c1ccccc1,12,.,.,.,16%,i,28%,-6%,11,
COc1ccc(-c2c3c(=O)n(C)c(=O)n(C)c3cn2Cc2cccnc2)cc1,12,33%,12%,9%,7%,i,-8%,-2%,5,
CN(CCCCCNC(=O)/C=N/O)Cc1ccccc1,7,-7%,-6%,-5%,4%,i,-2%,-7%,0,
Cc1ccc(NCc2nnc(SCC(=O)Nc3cccc(O)c3)n2CC2CCCO2)c(C)c1 (configuration not stated),9,9%,14%,16%,9%,i,27%,2%,4,
Cn1c(C(=O)N2CCCC2)cc2c(=O)n(C)c3ccccc3c21,6,14%,.,4%,10%,i,-3%,0%,26,
Cc1ccc(Br)cc1S(=O)(=O)N1CCN(c2ccccc2)CC1,10,24%,8%,27%,14%,i,0%,-2%,6,PMK inhibit pilot replicates=0.0;MK inhibit pilot replicates=0.0;Spn DPM-DC inh pilot screen %=0.0
Cc1ccc(-n2nc(-c3ccc(N)cc3)cc2N)cc1,0,-3%,12%,1%,7%,i,-4%,5%,10,
COc1ccc(N2CCN(c3nc4c(c(=O)[nH]c(=O)n4C)n3Cc3ccccc3Cl)CC2)cc1,0,-1%,6%,4%,0%,i,-5%,-1%,0,
O=C(NCCc1ccc(Cl)cc1)C1CC(=O)N(C2CCCCC2)C1 (configuration not stated),3,-1%,-6%,3%,-1%,i,-5%,2%,9,
Cc1cccc(-n2nnnc2SCn2nnc3ccccc3c2=O)c1,10,-7%,10%,-11%,10%,i,-5%,4%,4,
O=C(Nc1ccc(F)cc1)N1CCC(c2nc3c(nnn3Cc3cccc(Cl)c3)c(=O)[nH]2)CC1,9,11%,.,17%,1%,i,0%,2%,49*,
CC(=O)NS(=O)(=O)c1ccc(NS(=O)(=O)c2ccc(F)cc2)cc1,12,-21%,.,-24%,11%,i,-19%,0%,1,
Cc1nc2c(C(=O)NCCc3ccccc3)c[nH]n2c(=O)c1Cl,12,14%,-12%,1%,15%,i,3%,4%,1,
COc1ccc(NC(=O)C(c2ccc(OC)cc2)N(C)C(=O)CNC(C)=O)cc1 (configuration not stated),3,-15%,.,-8%,-1%,i,0%,6%,5,
O=S(=O)(NCc1csc(-c2ccccc2)n1)c1ccc(Cl)s1,11,3%,9%,10%,18%,i,2%,-2%,0,
Cn1cccc1Cc1nnc(SCC(=O)Nc2ccc3c(c2)OCCO3)n1CCc1ccccc1,12,-9%,-5%,1%,5%,i,0%,5%,7,
O=C1c2ccccc2C(=O)N1CSc1nnnn1-c1ccccc1,0,4%,2%,-13%,12%,i,-6%,-8%,6,
CCOC(=O)CSc1nnc(CNC(=O)c2cccs2)n1-c1cccc(C)c1,14,-5%,.,-3%,0%,i,7%,-11%,0,
O=C(O)Cn1cc2c(n1)CCCC2,14,-4%,-8%,-13%,7%,i,19%,4%,6,PMK inhibit pilot replicates=1.5;MK inhibit pilot replicates=1.5;Spn DPM-DC inh pilot screen %=1.5
CS(=O)(=O)Nc1ccc(S(=O)(=O)N2CCOCC2)cc1,0,-5%,8%,2%,5%,i,-1%,-5%,0,
CCCOc1ccc(C2(C(=O)O)CCCC2)cc1,4,-7%,13%,-9%,-1%,i,-1%,-2%,6,
COC(=O)C(C)Oc1ccc(=O)[nH]n1 (configuration not stated),21,4%,.,0%,8%,i,2%,1%,0,
N#CCSc1nc2scc(-c3cccs3)c2c(=O)n1CCc1ccccc1,9,.,.,.,9%,i,-4%,-6%,0,
c1cncc(-c2nc3ccccn3c2Nc2ccc3c(c2)OCCO3)c1,8,-10%,2%,3%,4%,i,5%,-6%,3,
Cc1cn2c(-c3ccncc3)nnc2s1,0,4%,-1%,5%,13%,i,4%,-5%,4,PMK inhibit pilot replicates=3.5;MK inhibit pilot replicates=0.0;Spn DPM-DC inh pilot screen %=3.0
CNc1oc(-c2cccs2)nc1C#N,4,0%,8%,4%,10%,.,6%,-1%,0,
Cc1ccc(-c2csc3n[nH]c(=S)n23)cc1,2,-1%,-16%,-2%,15%,i,0%,4%,88*,
Brc1cccc(-c2nc(-c3ccncc3)no2)c1,21,21%,.,2%,12%,i,-6%,-2%,4,
O=C(CCCCn1c(=O)c2ccccc2n(CC(=O)NC2CCCC2)c1=O)NCc1ccco1,14,-12%,-10%,-12%,-2%,i,2%,-5%,0,
